LDHA block: qHTS assay for inhibitors of human lactate dehydrogenase. purified LDHA, NADH/diaphorase-resazurin fluorescence; hits give low values. actives 0.15% (n = 480,000). L-lactate dehydrogenase A chain (Homo sapiens), P00338. activity change, % (values are at about 110 or 230 µM); in the data active = activity change below about -30%;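 also: plate controls were DMSO wells for no effect and wells without enzyme for full effect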
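Enzyme activity of human lactate dehydrogenase 5 (2 nM; 0.06 mM NADH, 0.2 mM pyruvate, 5 min, RT) is measured via a resazurin/diaphorase fluorescence readout of residual NADH.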
* marks the source's active call; other numbers are inactive results. These rows are one share of the data (hit frequency here may not be typical).

LDHA block	SMILES
13	CCCN(CC(=O)Nc1ccccc1C(=O)Nc1cccc(C)c1)Cc1nnc(-c2ccco2)o1
-3	CC(C)Cn1cnc2c1c(=O)n(CC(=O)Nc1ccc3c(c1)OCCO3)c(=O)n2CC(C)C
3	CCCCOCCCNC(=O)C[C@@H]1C[C@@]2(C(=O)OCC)CCC=C2N(Cc2cccc3ccccc23)C1=O
2	Cc1cc(NC(=O)c2ccc([N+](=O)[O-])o2)cc(-c2nc3cc(C(C)C)ccc3o2)c1O
2	Cc1cccc(COC[C@H](Cc2ccccc2)N2CCN(C(=O)c3ccc(C(F)(F)F)cc3)CCC2=O)c1
0	Cc1c(C(C)(C)C)sc(=N)n1C
1	CCCNC(=O)c1ccc2[nH]c(C)c(C)c2c1
3	COc1cc(NC(=O)CCc2c[nH]c3ccccc23)cc(OC)c1OC
4	COc1c(CC2CC(c3ccc(F)cc3)=NO2)cc2c(c1OC)OCO2 (centres undefined)
0	CC(NC(=O)CSc1nnc(COc2ccccc2Cl)n1C)c1cccc2ccccc12 (centres undefined)
-1	COc1cc(Br)c(C=O)cc1OC
0	CC(C)(CNC(=O)c1ccccc1)CNC(=O)c1ccccc1
9	COc1ccccc1C(=O)COC(=O)Cc1ccc(Cl)cc1Cl
-6	O=C(NCc1cccc(C(F)(F)F)c1)C1C(=O)Nc2ccccc2C(=O)N1C1CCCC1 (centres undefined)
9	CN(C)/C=C\C(=O)c1cccs1
-6	COc1ccc(-c2nc3cc(NC(=O)COc4ccccc4)ccc3o2)cc1Cl
-3	CCc1nnsc1C(=O)NCC1(c2ccc(F)cc2)CCCC1
-1	Cc1oc(-c2ccccc2)nc1C(=O)OCC(=O)N1CCCCC1
-5	Cc1cccc(-c2noc(-c3cccc(Br)c3)n2)c1
-8	CCCCOCCCNC(=O)C[C@@H]1C[C@@]2(C(=O)OCC)CCC=C2N(Cc2ccccc2)C1=O

Six of the compounds above, in CSV form:
Molecule,LDHA block
CC(C)Cn1cnc2c1c(=O)n(CC(=O)Nc1ccc3c(c1)OCCO3)c(=O)n2CC(C)C,-3
CCCCOCCCNC(=O)C[C@@H]1C[C@@]2(C(=O)OCC)CCC=C2N(Cc2cccc3ccccc23)C1=O,3
Cc1cc(NC(=O)c2ccc([N+](=O)[O-])o2)cc(-c2nc3cc(C(C)C)ccc3o2)c1O,2
Cc1cccc(COC[C@H](Cc2ccccc2)N2CCN(C(=O)c3ccc(C(F)(F)F)cc3)CCC2=O)c1,2
Cc1c(C(C)(C)C)sc(=N)n1C,0
CCCNC(=O)c1ccc2[nH]c(C)c(C)c2c1,1

Back to the main list, starting four compounds before the break.
LDHA block	SMILES
-3	CCc1nnsc1C(=O)NCC1(c2ccc(F)cc2)CCCC1
-1	Cc1oc(-c2ccccc2)nc1C(=O)OCC(=O)N1CCCCC1
-5	Cc1cccc(-c2noc(-c3cccc(Br)c3)n2)c1
-8	CCCCOCCCNC(=O)C[C@@H]1C[C@@]2(C(=O)OCC)CCC=C2N(Cc2ccccc2)C1=O
-2	COc1ccc(C(=O)c2ccc(Br)cc2)cc1C
-2	CNC(=O)C(C)n1nc(-c2cc(C)ccc2C)c2ccccc2c1=O (centres undefined)
10	O=C(CCc1c[nH]c2ccccc12)Nc1ccc(N2CCCCC2)cc1
-19	Cc1oc(-c2cccs2)nc1C(=O)NCCN1CCOCC1
-5	COc1c(I)cc(Br)cc1/C=C/C(=O)O
-1	O=S(Cc1cccc(F)c1)Cc1coc(-c2cccc(F)c2)n1 (centres undefined)
9	CC(C)Nc1nc(-c2ccc(S(=O)(=O)N3CCCCCC3)cc2)cs1
-4	CC1=C(C(=O)Nc2ccccc2)C(c2ccc(Cl)cc2)NC(=S)N1 (centres undefined)
3	CC(Cc1c[nH]c2ccccc12)C(=O)Nc1ccc(F)cc1 (centres undefined)
-6	O=C(CN1CCC2(CC1)OCCO2)Nc1ccc(F)cc1
2	CCNC(=O)c1cccc(NC(=O)Cc2c[nH]c3ccccc23)c1
0	CCC(CC)NC(=O)COC(=O)c1cc(C)nc2ccccc12
-2	Cc1cc2nc(C3CCCCC3)c(Cc3ccsc3)n2c(C)c1Br
8	CC(C)c1ccc(-c2nonc2NC(=O)c2ccco2)cc1
4	CC(=O)c1c(C)[nH]c(-c2csc(-c3cccc(F)c3)n2)c1C
13	CCc1ccc(-c2cc(C(F)(F)F)on2)cc1S(=O)(=O)Nc1cc(OC)c(OC)c(OC)c1
9	CC(NC(=O)c1ccco1)C(=O)N1CCC(c2c[nH]c3ccccc23)CC1 (centres undefined)
-2	O=C(NC1CCC(C(F)(F)F)CC1)C1CCCCC1 (centres undefined)
2	COc1cc(NC(=O)COC(=O)c2ccccc2SCc2c(C)noc2C)cc(OC)c1
-2	COc1ccccc1-c1noc(Cn2nc(C)c(S(=O)(=O)N3CCc4ccccc43)c2C)n1
3	CC1CCCCC1NC(=O)c1cc2c(Cl)nc3ccccc3c2s1 (centres undefined)
6	CN(Cc1ccccc1Cl)S(=O)(=O)c1cccc2nsnc12
-2	CCCCn1cnc2c1c(=O)n(CC(=O)Nc1cccc(Cl)c1)c(=O)n2CCC
0	CCC(NC(=O)Cn1cnc2sc(C)c(-c3ccccc3)c2c1=O)c1ccc(C)cc1 (centres undefined)
7	O=C(Nc1ccc(F)c(Cl)c1)c1cccc2ccccc12
12	COc1ccc(C(C)=O)cc1CO/N=C/c1ccc(OCc2ccc(Cl)cc2)c(OC)c1
-1	CC(C)CC(=O)Nc1cccc(C(=O)Nc2cccc(C(=O)O)c2)c1
-21	Cc1nc(-c2cccc(N3CC(C(=O)NCc4ccccc4C)CC3=O)c2)no1 (centres undefined)
-3	N#Cc1cc(C(=O)c2ccccc2OCC(=O)Nc2ccc(F)cc2)cn(C2CCCCC2)c1=O
-3	Cc1ccc(C(=O)N/N=C/C(C)C)cc1C
1	COc1ccc(Cl)cc1Nc1nc(N)nc(CN2CCN(Cc3ccc4c(c3)OCO4)CC2)n1
-4	CCN1CCN(c2ccc(NC(=O)c3cccc(S(=O)(=O)NCc4ccco4)c3)cc2)CC1
8	O=C(CCc1nc(CS(=O)(=O)c2ccc(F)cc2)no1)NCCc1ccccc1Cl
-13	COC(=O)c1nnn(CC(=O)Nc2ccc(Br)cc2F)c1C(=O)OC
8	CCCCn1c(SCC(=O)Nc2ccc(OC)cc2)nc2c(oc3ccccc32)c1=O
8	CN(CCOc1ccc(F)cc1)Cc1nc(N)nc(N(C)C)n1
4	COc1ccc(NC(=O)c2ncoc2-c2ccc(C)o2)cc1Cl
-4	CCCCc1nn2c(=O)cc(COC(=O)CNC(=O)c3cccc(C)c3)nc2s1
-7	O=c1c2ccccc2cnn1Cc1coc(-c2cccc(Cl)c2)n1
1	O=C1NC[C@@H](CCCCN2C[C@H](Cc3ccccc3)N(Cc3ccccc3)C(=O)C2=O)N(CC2CCCCC2)C1=O
24	Cc1cc(C(=O)CN2CCN(c3ccc(O)cc3)CC2)c(C)n1C1CCS(=O)(=O)C1 (centres undefined)
8	COc1ccc(NC(=O)c2c(NC(=O)CNCC(C)C)sc3c2CCC(C(C)(C)C)C3)cc1 (centres undefined)
5	CCCCCc1c(-c2ccccc2F)ncn1CCc1ccccc1OC
-5	CCc1ccc(-c2cc(C(=O)O)c3ccccc3n2)cc1
-6	CSc1ccccc1C(=O)Nc1ccccc1C(C)C
-1	O=C(O)c1ccc(C2SCCCS2)cc1
0	CS(=O)(=O)N(Cc1csc(-c2cccs2)n1)C1CCN(C(=O)c2ccccc2)CC1
-7	COc1ccc(-c2nc(CS(=O)CC(=O)NCc3ccccc3Cl)c(C)o2)cc1 (centres undefined)
3	O=S(=O)(NCc1ccc(N2CCCC2)nc1)c1ccccc1
4	CCn1nc(C(=O)Nc2nc(C)c(C(C)=O)s2)c2ccccc2c1=O
-3	CCCN1CCC(N(C)C(=O)c2cc3ccccc3c(OC)n2)CC1
8	c1ccc(CCc2nnc3sc(-c4cc5ccccc5[nH]4)nn23)cc1
4	COc1cc(CN2CCN(Cc3ccc(C)cc3)CC2)cc(OC)c1
4	Cc1ccc(C)c(NC(=O)c2cc3c(s2)CCC3)c1
2	CCC1CN(C(=O)CCc2nc(Cc3ccccc3)no2)CCO1 (centres undefined)
0	COc1ccc(N2CC(C(=O)NCCNC(=O)c3c[nH]c4ccccc34)CC2=O)cc1 (centres undefined)
3	CC(=O)NCc1ccc(C(=O)NC(c2ccccc2)C(C)C)cc1 (centres undefined)
-23	O=C(CCNc1cccc(Br)c1)c1cc2ccccc2o1
10	CC(=O)c1c(C)[nH]c(C(=O)Cn2cnc3c2c(=O)n(C)c(=O)n3C)c1C
-2	CC1CCc2nc3sc4c(c3c(-c3ccc(Cl)cc3)c2C1)CCC4 (centres undefined)

The listing continues.
LDHA block	SMILES
5	Cc1[nH]c2ccc(C(=O)NCCNC(=O)c3ccc(C(F)(F)F)cc3)cc2c1C
-3	Cc1[nH]c2ccccc2c1SCCNC(=O)c1ccncc1
0	Cc1ccc(C2CC(=O)C3=C(C2)OC(N)=C(C#N)C3c2ccc(Cl)c(Cl)c2)cc1 (centres undefined)
-1	Cc1c(O)ccc2c(CSc3nnc(N4CCCC4)s3)cc(=O)oc12
6	COc1ccc(-c2nc(Cn3nnc(C(=O)Nc4ccc5c(c4)OCCO5)c3N)c(C)o2)cc1
-5	O=C(Cn1ccc2ccc(Cl)cc21)Nc1ccc2[nH]ccc2c1
-33*	CCCc1cc(=O)oc2c(C)c(OC(C)C(=O)NCCCn3ccnc3)ccc12 (centres undefined)
-5	CC1(C)OC(=O)C2=C(C[C@@H](C3CC3)O[C@@H]2C2CC2)O1
-9	COC(=O)C[C@@H]1C=C[C@@H](NS(=O)(=O)c2cccc(OC)c2)[C@@H](CO)O1
-1	Cc1ccc(C(=O)c2sc(Nc3ccccc3)nc2N)c(C)c1
6	O=C(Nc1ccccc1F)Nc1c(NC2CCCC2)c2ccccc2oc1=O
2	CC(C)(C)OC(=O)N1C(=O)[C@](OC(=O)c2ccccc2)(c2ccc(F)cc2)c2ccccc21
-15	CCOc1ccccc1NC(=O)c1ncoc1-c1cccc(C)c1
12	Cc1cccc(NC(=O)C2(c3ccc(Br)cc3)CC2)n1
7	O=C(CC1C(=O)N(Cc2ccccn2)c2nc3ccccc3n21)Nc1ccccc1 (centres undefined)
-5	Cc1cccc(-c2ocnc2C(=O)Nc2ccc(Cl)cc2C)c1
-8	O=C1CC(c2cccc(Cl)c2)c2cc(Br)c3ccccc3c2N1 (centres undefined)
3	Cc1ccccc1NS(=O)(=O)c1c[nH]c2ccc([N+](=O)[O-])cc12
-4	COc1cc(NC(=O)c2cccc(Cl)c2)ccc1NC(=O)c1cc2ccccc2o1
2	O=C(CCc1ncc(-c2ccccc2F)o1)Nc1ccc(N2CCOCC2)cc1N1CCOCC1
14	O=C(CCC1CCCCC1)Nc1ccc(Nc2ccccc2)cc1
-5	COc1ccc(-c2nc3cc(NC(=O)c4ccccc4Cl)ccc3o2)cc1
4	CCCCC[C@H](C)N1C[C@@H](COCc2ccccc2)Oc2cc(N3CC[C@H](N(C)C)C3)ccc2S1(=O)=O
-11	COc1ccc(C2C3=C(CCCC3=O)Nc3cc(OC)cc(OC)c32)cc1 (centres undefined)
5	O=C(c1cnccn1)N(Cc1cccs1)C1CC1
0	CCCn1cnc2nc(CSc3ccccc3NC(=O)c3ccccc3C)cc(=O)n21
-2	CN(Cc1ccccc1)C(=O)C(=O)c1ccccc1
-19	Cc1cc(C)cc(N2CC(c3nc(-c4ccccn4)no3)CC2=O)c1 (centres undefined)

Sorted by count of non-hydrogen atoms (lowest first): some entries from above.
LDHA block	SMILES
5	O=C(c1cnccn1)N(Cc1cccs1)C1CC1
-5	COc1ccc(-c2nc3cc(NC(=O)c4ccccc4Cl)ccc3o2)cc1
0	CCCn1cnc2nc(CSc3ccccc3NC(=O)c3ccccc3C)cc(=O)n21
